LDHA block = qHTS assay for inhibitors of human lactate dehydrogenase. AID 1347041, 2019. purified LDHA, NADH/diaphorase-resazurin fluorescence; hits give low values. 480,000 compounds, 0.15% hits. L-lactate dehydrogenase A chain (Homo sapiens), P00338. activity change, % (values are at about 110 or 230 µM); in the data active = activity change below about -30%; inconclusive = mostly about -25% to -30%;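 also: plate controls were DMSO wells for no effect and wells without enzyme for full effect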
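Resorufin fluorescence (ex540/em590), read at 0 and 20 min after diaphorase/resazurin addition, reports the NADH left after a 5 min room-temperature reaction of 2 nM human LDH5 with 0.06 mM NADH and 0.2 mM pyruvate.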
POLK inh = qHTS for Inhibitors of Polymerase Kappa; DNA polymerase kappa (Homo sapiens), Q9UBT6; purified Pol kappa, fluorescent DNA synthesis assay, 10 min; Potency, µM (doses to about 107 µM), inactives show at the top dose activity, negative = inhibition, hits mostly inhibitors; 400,000 compounds, 0.53% hits; AID 588579, 2011; also: potency is read from the fitted curve at half-maximal effect; % is scaled to controls: 0 for no effect and ±100 for the full control effect
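Inhibition of 10 nM Pol kappa is measured by a fluorescent read-out at 0 and 10 min following addition of 50 nM substrate (final), with a 15-min room-temperature compound preincubation.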
BLM inh = qHTS Assay for Inhibitors of Bloom's syndrome helicase (BLM); 350,000 compounds, 0.2% hits; RecQ-like DNA helicase BLM (Homo sapiens), P54132; Potency, µM (titrated, usually from 56.1 µM), for the others: top-dose activity change, negative = inhibition, usual class: inhibitors; recombinant BLM DNA unwinding, fluorescence dequenching;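 also: potency is read from the fitted curve at half-maximal effect; plate controls were vehicle for no effect and no enzyme for full effect; nearly all actives have a fitted effect of over 35% in size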
POLH inh = qHTS for Inhibitors of Polymerase Eta | DNA polymerase eta (Homo sapiens), Q9Y253 | 390,000 compounds, 1.2% hits | recombinant Pol eta, fluorescent DNA replication assay | Potency, µM (doses to about 114 µM), inactives show at the top dose activity change, negative = inhibition, actives largely listed as inhibitors; also: potency is read from the fitted curve at half-maximal effect; % is scaled to controls: 0 for no effect and ±100 for the full control effect
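Pol eta at 10 nM preincubated with compounds 15 min at room temperature; reaction started with fluorescent substrate (50 nM final) and read kinetically at 0 and 10 min.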
Pol beta inh = qHTS Assay for Inhibitors of DNA Polymerase Beta; P06746; Pol beta primer extension/strand displacement, fluorescence kinetic; Potency, µM (series often up to 114 µM), without a hit: top-dose activity change, negative = inhibition, actives largely listed as inhibitors; 340,000 compounds, 1.3% hits; also: potency is read from the fitted curve at half-maximal effect; % is scaled to controls: 0 for no effect and ±100 for the full control effect
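Reaction started by 50 nM substrate onto compound-treated Pol beta (10 nM, 15 min preincubation, room temperature); plates read at 0 min and 10 min. Normalized concentration-effect data fitted by four-parameter Hill equation.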
APE1 inh = qHTS Assay for Inhibitors of the Human Apurinic/apyrimidinic Endonuclease 1 (APE1); DNA repair nuclease/redox regulator APEX1 (Homo sapiens), P27695; Potency, µM (doses to about 65.8 µM), inactives show at the top dose activity change, negative = inhibition, actives largely listed as inhibitors; recombinant APE1, TAMRA/BHQ-2 abasic DNA cleavage fluorescence; AID 2517, 2012; 350,000 compounds, 0.35% hits;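 also: potency is read from the fitted curve at half-maximal effect; plate controls were vehicle for no effect and reference inhibitor for full effect; nearly all actives have a fitted effect of over 55% in size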
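Substrate: short duplex with […] THF abasic site, 5'-TAMRA and 3'-BHQ-2, 50 nM final. APE1 at 0.75 nM, preincubated 15 min RT with compound. Fluorescence increase from first to third read measured activity.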
Anesthetic bind = qHTS Assay for Identification of Novel General Anesthetics | Potency, µM (top dose mostly 77.5 µM), for inactives: at the highest dose activity change, negative = displacement, actives largely listed as inhibitors | Ferritin light chain (Equus caballus), P02791 | 350,000 compounds, 0.074% hits | AID 485281, 2010 | apoferritin/1-aminoanthracene competitive binding, fluorescence; also: potency is read from the fitted curve at half-maximal effect; % is scaled to controls: 0 for no effect and ±100 for the full control effect; nearly all actives have a fitted effect of over 20% in size
Target sequence (P02791 2-175 limits assumed): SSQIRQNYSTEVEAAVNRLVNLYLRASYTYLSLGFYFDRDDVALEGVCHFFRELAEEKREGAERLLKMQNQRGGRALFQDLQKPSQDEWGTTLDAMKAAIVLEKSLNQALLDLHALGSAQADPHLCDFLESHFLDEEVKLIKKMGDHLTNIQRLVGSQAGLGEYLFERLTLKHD
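10 uM apoferritin + 50% sat. 1-AMA, PBS; cpd 10 min RT; Ex380/Em535 endpoint; normalized to free probe vs complex; 4-param Hill fit; propofol titration as pos. ctrl.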
GRP78 ERSR act = qHTS for Inducers of the Endoplasmic Reticulum Stress Response (ERSR) in Human Glioma: qHTS | U87-MG GRP78 promoter luciferase reporter, 16 h | AID 602332, 2012 | 420,000 compounds, 0.02% hits | Potency, µM, without a hit: at the highest dose activation, hits mostly activators; also: potency is read from the fitted curve at half-maximal effect; series mostly up to about 76 µM; % of control where 0% means no effect; nearly all actives have a fitted effect of over 35% in size
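Stably transfected U87-MG glioma cells carrying a GRP78-based luciferase sensor; 16 h compound incubation. Luminescence end-point read 10 min after Bright-Glo addition at room temperature.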
POLI inh = qHTS for Inhibitors of Polymerase Iota; DNA polymerase iota (Homo sapiens), Q9UNA4; Pol iota fluorescent replication assay, 10 min; 390,000 compounds, 1% hits; Potency, µM (top dose mostly 115 µM), inactives show at the highest dose activity, negative = inhibition, most hits filed as inhibitors; also: potency is read from the fitted curve at half-maximal effect
Target sequence (Q9UNA4 whole entry, looked up): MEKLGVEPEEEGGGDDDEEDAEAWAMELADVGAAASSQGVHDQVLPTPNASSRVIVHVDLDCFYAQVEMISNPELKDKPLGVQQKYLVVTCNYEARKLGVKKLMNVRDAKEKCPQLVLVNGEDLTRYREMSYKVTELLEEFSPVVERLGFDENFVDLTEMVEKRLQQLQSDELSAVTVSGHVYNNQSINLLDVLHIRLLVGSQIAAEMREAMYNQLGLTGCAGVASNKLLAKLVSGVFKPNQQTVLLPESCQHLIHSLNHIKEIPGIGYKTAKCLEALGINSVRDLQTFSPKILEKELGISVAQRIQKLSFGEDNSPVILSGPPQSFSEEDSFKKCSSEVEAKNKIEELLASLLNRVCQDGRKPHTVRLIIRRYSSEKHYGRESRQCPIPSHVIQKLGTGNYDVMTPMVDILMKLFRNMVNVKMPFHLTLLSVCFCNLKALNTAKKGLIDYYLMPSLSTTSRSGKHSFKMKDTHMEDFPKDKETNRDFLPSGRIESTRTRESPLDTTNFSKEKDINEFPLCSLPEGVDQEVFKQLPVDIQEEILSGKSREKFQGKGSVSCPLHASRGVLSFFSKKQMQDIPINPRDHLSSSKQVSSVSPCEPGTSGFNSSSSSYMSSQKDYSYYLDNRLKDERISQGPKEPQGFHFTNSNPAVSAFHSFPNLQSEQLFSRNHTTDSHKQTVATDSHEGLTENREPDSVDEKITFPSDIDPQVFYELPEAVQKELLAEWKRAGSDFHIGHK
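Pol iota at 10 nM preincubated 15 min with compounds at room temperature; reaction started with fluorescent substrate, 50 nM final. Fluorescence read kinetically at 0 and 10 min; buffer-only wells as negative control.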
The depositor's hits bear a star; & = joins results of further samples; [ ] = remark or other dose. Unless noted, calls follow the shape of the dose curve; as a rule, active = well fitted curve in the direction sought with a large enough effect; inconclusive = small, poorly fitted or top-dose-only effect, or another doubt; inactive = no such curve, though single readings can be large; an effect the other way counts as inactive or inconclusive. An excerpt; rates above refer to the full screens.

Results for Cc1ccc(S(=O)(=O)N(C)CC(=O)Oc2ccc(-c3nnco3)cc2)cc1 ?
LDHA block: -3.9; POLK inh: -6.2%; POLH inh: -17.4%; APE1 inh: 9.5%; GRP78 ERSR act: -5.2%; POLI inh: -4.7%

What do the screens show for `CCN(C(=O)CSc1nc2cc(Cl)ccc2c(=O)n1Cc1ccco1)C1CCS(=O)(=O)C1` (configuration not stated)?
LDHA block: -3.9; POLK inh: -2.6%; BLM inh: 0.9%; POLH inh: -20.1%; Pol beta inh: -15.6%; APE1 inh: -4.7%; Anesthetic bind: -4.4%; GRP78 ERSR act: -2.5%; POLI inh: -19.3%

Results for Cc1cccn2c3c(c(=O)nc12)C(c1ccc(F)cc1)CC(=O)N3 (configuration not stated) ?
LDHA block: -3.2; POLK inh: -4.5%[60.1 µM]; BLM inh: -5.5%; POLH inh: -12.3%; Pol beta inh: 3.4%; Anesthetic bind: 52.8%[activator]; GRP78 ERSR act: -0.7%; POLI inh: -11.9%

How did CCCCOc1cccc(C2C(C(=O)c3ccc(C)o3)=C(O)C(=O)N2c2nnc(C)s2)c1 (configuration not stated) do in these assays?
LDHA block: 4.0; POLK inh: -19.4%; BLM inh: -5.0%; POLH inh: -3.0%; Pol beta inh: inconclusive; APE1 inh: -18.0%; Anesthetic bind: -16.2%; GRP78 ERSR act: -3.3%; POLI inh: -8.7%

Results for Cc1cccc([C@@H]2[C@@H]3C(=O)N(Cc4ccccc4)C(=O)[C@@H]3[C@]3(CC(C)C)C(=O)N(c4cccc(Cl)c4)C(=O)N23)c1 ?
LDHA block: -5.1; POLK inh: -3.1%; BLM inh: -5.8%; POLH inh: -17.9%; Pol beta inh: 14.7%; APE1 inh: -14.0%; Anesthetic bind: -6.8%; GRP78 ERSR act: -4.1%; POLI inh: -4.3%

Results for COc1ccc(N2CCN(CC(O)COc3c(OC)cccc3OC)CC2)cc1 (configuration not stated) ?
LDHA block: 0.2&0.1; POLK inh: 0.0%&-12.4%; BLM inh: 0.0%&-7.5%; POLH inh: -15.1%&-7.6%; Pol beta inh: 7.4%&4.7%; APE1 inh: 18.6%; Anesthetic bind: -12.5%&-5.8%; GRP78 ERSR act: -2.4%&-3.8%; POLI inh: -14.0%&-0.9%

How did COc1ccc(OC)c(NC(=O)CSc2nc(N)c(-c3ccccc3)c(=O)[nH]2)c1 do in these assays?
LDHA block: 0.6; POLK inh: -0.4%; BLM inh: 0.0%; POLH inh: 3.8%; Pol beta inh: -26.5%; APE1 inh: -4.3%; Anesthetic bind: 0.9%; GRP78 ERSR act: 0.1%; POLI inh: 4.5%

Results for CCOC(=O)CSc1nnc(Cc2ccc(OC)cc2)n1-c1ccccc1 ?
LDHA block: -6.3; POLK inh: 2.5%; BLM inh: 0.4%; POLH inh: -18.2%; Pol beta inh: -1.6%; APE1 inh: 1.2%; Anesthetic bind: -12.9%; GRP78 ERSR act: -4.5%; POLI inh: 20.0%

What do the screens show for `CN(C)CCC(=O)N1c2ccccc2Sc2ccc(C(F)(F)F)cc21`?
LDHA block: -1.0; POLK inh: 5.3%; BLM inh: -1.9%; POLH inh: 2.6%; Pol beta inh: -0.2%; APE1 inh: 29.5%; Anesthetic bind: -7.1%; GRP78 ERSR act: 1.1%; POLI inh: -2.5%

Results for Cc1ccc2[nH]c(=O)c(CN(CC3CCCO3)S(=O)(=O)c3cccc4nsnc34)cc2c1 (configuration not stated) ?
LDHA block: -3.9; POLK inh: 6.9%; BLM inh: -2.2%; POLH inh: -19.1%; Pol beta inh: -7.3%; APE1 inh: 4.8%; Anesthetic bind: 0.6%; GRP78 ERSR act: 0.2%; POLI inh: 37.8%[activator]

What do the screens show for `NS(=O)(=O)c1ccc(-c2ccc(/C=C3\SC(=S)N(C4CCS(=O)(=O)C4)C3=O)o2)cc1` (configuration not stated)?
LDHA block: -0.6; POLK inh: -7.2%; BLM inh: 0.1%; POLH inh: -4.5%; Pol beta inh: 7.1%; APE1 inh: -2.5%; Anesthetic bind: 1.3%; GRP78 ERSR act: -3.7%; POLI inh: 3.8%

How did Cc1c(C)c(C)c(/C=C/c2ccnc3ccccc23)c(C)c1C do in these assays?
LDHA block: 14.5; POLK inh: -12.7%; GRP78 ERSR act: 2.5%; POLI inh: 106.4%[activator]

How did CN(C(=O)c1cccc(NC(=O)Cc2ccc(NC(=O)C3CCN(C(=O)C4CCCCC4)CC3)cc2)c1)C1CCCCC1 do in these assays?
LDHA block: 2.1; POLK inh: 11.6%; POLH inh: -11.9%; GRP78 ERSR act: -1.4%; POLI inh: -10.0%

How did Cc1c(CCNC(=O)Cc2ccc(F)cc2)sc2nc(-c3ccc(F)cc3)nn12 do in these assays?
LDHA block: -11.4; POLK inh: -8.8%[60.1 µM]; BLM inh: 0.5%; POLH inh: -6.7%; Pol beta inh: 30.9%[activator]; Anesthetic bind: -1.8%; GRP78 ERSR act: 0.3%; POLI inh: 1.7%

How did CCc1nnc(NC(=O)CSc2nc3ccccc3s2)s1 do in these assays?
LDHA block: -0.9; POLK inh: -2.7%; BLM inh: -4.7%; POLH inh: 7.0%; Pol beta inh: 3.0%; APE1 inh: 0.4%; Anesthetic bind: 2.0%; GRP78 ERSR act: 0.2%; POLI inh: inconclusive

What do the screens show for `CCn1c(Cc2ccccc2)nnc1SCC(=O)NC1CCCC1`?
LDHA block: -12.2; POLK inh: -5.7%; BLM inh: -2.5%; POLH inh: 7.4%; Pol beta inh: 27.8%; APE1 inh: 7.3%; Anesthetic bind: -5.0%; GRP78 ERSR act: -4.4%; POLI inh: 20.9%

How did COc1ccc(S(=O)(=O)N2CCN(c3nn(C)c(=O)n(C)c3=O)CC2)cc1 do in these assays?
LDHA block: -0.9; POLK inh: -5.7%; POLH inh: -16.3%; APE1 inh: 30.8%; GRP78 ERSR act: -3.5%; POLI inh: 15.3%

Results for CC1(C)OC(=O)C(=NNc2ccc(Cl)cc2)C(=O)O1 ?
LDHA block: -6.0; POLK inh: 0.6%; BLM inh: -0.3%; POLH inh: -23.5%; Pol beta inh: -18.3%; APE1 inh: -7.1%; Anesthetic bind: inconclusive; GRP78 ERSR act: 2.7%; POLI inh: 41.9%[activator]

How did COc1ccc(NS(=O)(=O)c2cccc(C(=O)OCC(=O)Nc3cc(C)on3)c2)cc1 do in these assays?
LDHA block: -2.3; POLK inh: -12.0%; BLM inh: -6.9%; POLH inh: -0.1%; Pol beta inh: -0.5%; APE1 inh: -0.9%; Anesthetic bind: -19.8%; GRP78 ERSR act: -4.6%; POLI inh: inconclusive

What do the screens show for `COc1ccc(N2CCN(C(=O)CSc3ccccc3)CC2)cc1`?
LDHA block: 9.0; POLK inh: -10.3%; BLM inh: -1.8%; POLH inh: -2.5%; Pol beta inh: 23.5%; APE1 inh: 5.6%; Anesthetic bind: -16.8%; GRP78 ERSR act: 0.4%; POLI inh: -6.3%

Results for COc1nc(C)cc(C)c1S(=O)(=O)c1ccccc1C ?
LDHA block: -1.0; POLK inh: -12.9%; BLM inh: -5.6%; POLH inh: -10.8%; Pol beta inh: 26.2%; APE1 inh: 9.9%; Anesthetic bind: -6.2%; GRP78 ERSR act: -3.0%; POLI inh: 50.4%[activator]

Results for CCN(CC)C(=O)COc1ccc(/C(C)=N/NC(=O)c2ccccc2-n2cccc2)cc1 ?
LDHA block: -6.8; POLK inh: -18.2%; BLM inh: 0.3%; POLH inh: -18.4%; Pol beta inh: 7.3%; APE1 inh: -5.8%; Anesthetic bind: -6.5%; GRP78 ERSR act: -2.0%; POLI inh: 17.6%

Results for CC(C)Nc1nc(-c2ccccc2)nnc1-c1ccccc1 ?
LDHA block: 1.8; POLK inh: 3.3%; BLM inh: -8.4%; POLH inh: -14.7%; Pol beta inh: -11.2%; APE1 inh: 4.9%; Anesthetic bind: -12.7%; GRP78 ERSR act: -0.9%; POLI inh: 16.9%

How did COc1ccccc1OCCn1nnc2ccccc21 do in these assays?
LDHA block: -9.4; POLK inh: -4.2%; BLM inh: -5.0%; POLH inh: -14.3%; Pol beta inh: -22.3%; APE1 inh: 21.5%; Anesthetic bind: -10.0%; GRP78 ERSR act: 4.3%; POLI inh: 114.4%[activator]

What do the screens show for `Cc1ccccc1CCNC(=O)c1ccc2c(c1)c(C)c(C)n2C`?
LDHA block: -8.1; POLK inh: -24.7%; BLM inh: -9.0%; POLH inh: -13.5%; Pol beta inh: -11.1%; Anesthetic bind: -3.1%; GRP78 ERSR act: 0.4%; POLI inh: 30.7%[activator]

How did COc1cccc(-c2ncc3ccccc3c2COC(=O)c2ccccc2C(=O)O)c1 do in these assays?
LDHA block: -1.6; POLK inh: -3.1%; POLH inh: -22.5%; APE1 inh: 11.7%; GRP78 ERSR act: -0.7%; POLI inh: inconclusive

Results for COCCN(C(=O)CSc1nc2ccc(OC)cc2[nH]1)c1c(N)n(Cc2ccccc2)c(=O)[nH]c1=O ?
LDHA block: -1.5; POLK inh: -0.7%; POLH inh: -22.7%; APE1 inh: 39.2%; GRP78 ERSR act: -1.7%; POLI inh: 20.0%

How did O=C(CCN1C(=O)/C(=C/c2ccccc2)SC1=S)N1CCCCCC1 do in these assays?
LDHA block: -7.8; POLK inh: -6.5%; BLM inh: -10.1%; POLH inh: -2.2%; Pol beta inh: -0.3%; APE1 inh: -1.6%; Anesthetic bind: -12.2%; GRP78 ERSR act: -0.5%; POLI inh: 25.5%

Screening data: PubChem BioAssay, National Center for Advancing Translational Sciences (NCATS)
